MgcRacGAP inhibition – MgcRacGAP GTPase-activating activity inhibitors, confirmation, biochemical, ADP Hunter fluorescence; MgcRacGAP-stimulated Rac1 GTP hydrolysis, ADP Hunter fluorescence; higher % means a stronger effect; GST-tagged Rac1 F28L mutant substrate; inhibition, % at 30 µM, or IC50 in µM where a hit was titrated; 340,000 tested, 0.6% active; AID 624330;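 active = first-screen hits whose inhibition reached a set limit at any dose in the follow-up dose series; inconclusive = inhibition above the set first-screen limit but never retested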;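 note: fluorescence reports GDP produced by GAP-driven GTP hydrolysis; strong numbers were not always called active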
HIV peptide binding – cell-free HIV fusion peptide-binding blockers – biochemical, uHTS, fluorescence dequenching, primary screen (AID 1986); inhibition, % at 20 µM; hits with a dose series show IC50 in µM; cell-free peptide binding, fluorescence dequenching, 30 min; higher % means a stronger effect; 290,000 tested, 0.3% active; in the data active = inhibition mostly above about 52%, no sharp cut-off; inactive = mostly below about 76%; note: some results filed as inactive read as strong as hits
XIAP antagonists – XIAP antagonists, biochemical, IAP family, fluorescence polarization (AID 1018); XIAP BIR domain, fluorescence polarization peptide displacement; higher % means a stronger effect; one-dose displacement, % at 20 µM; IC50 in µM for titrated hits; 200,000 tested, 0.007% active; in the data active = displacement above about 50%; note: a part of the inactive calls stands beside numbers as strong as those of hits
SIAH1 antagonists – blockers of Siah-1 interaction with plectin peptide – biochemical, fluorescence polarization, rhodamine-plectin, uHTS, primary screen (AID 1817); 290,000 tested, 0.02% active; displacement, % at 20 µM; hits with a dose series show IC50 in µM; Siah-1 / rhodamine-plectin peptide fluorescence polarization; higher % means a stronger effect;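 active = displacement of at least 50% at 20 µM, with a fluorescence ratio check between 0.3 and a set limit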;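 note: plate controls were Siah plus tracer with DMSO for no effect and tracer alone without Siah for full effect; strong numbers were not always called active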
NS5 inhibitors – Dengue-2 NS5 methyltransferase inhibitors, primary screen, biochemical, confirmation dose response (AID 588689); one-dose inhibition, % at 25 µM; IC50 in µM for titrated hits; 340,000 tested, 0.3% active; Dengue-2 NS5 methyltransferase capping enzyme assay, biochemical; higher % means a stronger effect; in the data active = a potency from the dose series; inconclusive = inhibition above about 29% without an active follow-up result
LYP phosphatase – PTPN22 lymphoid phosphatase activity blockers – biochemical, fluorescence intensity, uHTS (AID 1779). 290,000 tested, 0.054% active. recombinant LYP phosphatase, fluorescence intensity; higher % means a stronger effect. inhibition, % at 11.5 µM; hits with a dose series show IC50 in µM; in the data active = inhibition above about 50%;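 note: plate controls were vehicle with enzyme for no effect and no enzyme for full effect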
AID2073 – inhibitors of Mint1-CaV2.2 protein interaction, biochemical, HTRF (AID 2073); HTRF protein-protein interaction, Mint1-CaV2.2; higher % means a stronger effect; inhibition, % at 20 µM; hits with a dose series show IC50 in µM; 290,000 tested, 0.19% active; in the data active = inhibition mostly above about 51%, no sharp cut-off; inconclusive = no clear call, values can overlap the other calls; inactive = mostly below about 53%; note: some results filed as inactive read as strong as hits
Large T inhibition – SV40 large T antigen inhibitors, biochemical (AID 1903); 310,000 tested, 0.39% active; SV40 large T antigen ATPase/helicase inhibition assay; higher % means a stronger effect; inhibition, % at 20 µM, or IC50 in µM where a hit was titrated; in the data active = a potency from the dose series; inconclusive = inhibition mostly from about 32% at the one dose, without a potency; inactive = the rest, 99 in 100 with inhibition below about 32%; note: strong numbers were not always called active
RSV CPE inhibition – inhibition of RSV-induced cytopathic effect – HEp-2 cells, primary 10 µM value included (AID 2391) | one-dose CPE inhibition, % at 10 µM; IC50 in µM for titrated hits | 310,000 tested, 0.13% active | HEp-2 cells, RSV-induced CPE inhibition; higher % means a stronger effect; in the data active = a potency from the dose series; inconclusive = CPE inhibition mostly from about 23% at the one dose, without a potency; inactive = the rest, 99 in 100 with CPE inhibition below about 21%; note: strong numbers were not always called active
NS5 inhibitors pilot replicate – further read-out of NS5 inhibitors, marked with its call; inhibition, %; measured here: pilot screen replicate inhibition
Active calls of the source: *; u = inconclusive; x = no result given. This is a random part of the collection; about 1.7% have a hit in one of these screens.

SMILES	MgcRacGAP inhibition	HIV peptide binding	XIAP antagonists	SIAH1 antagonists	NS5 inhibitors	LYP phosphatase	AID2073	Large T inhibition	RSV CPE inhibition	others
Cc1occc1-c1nnc(SCC(=O)NC(C)(C)C)n1C(C)c1ccccc1 (configuration not stated)	0%	-0.6%	0.9%	3%	-3%	3%	-1%	5%	1.0%
CC(=O)Oc1ccc(C2=NN(c3ccccc3)C(c3ccccc3)C2)cc1 (configuration not stated)	5%	0.8%	x	2%	-3%	-30%	42%	4%	7.3%
O=C(Nc1ccon1)c1cc2c(s1)CCCCCC2	5%	2.6%	-4.5%	3%	7%	-1%	18%	7%	11%
CCN1CCN(Cc2ccc(NC(=O)c3cc(NC(=O)c4cnn(-c5ccccc5)c4N)cc(OC)c3)cc2C(F)(F)F)CC1	8%	-2.3%	x	2%	-1%	-2%	9%	18%	-3.9%
Cc1ccc(S(=O)(=O)NCCC(=O)OCC(=O)Nc2cccc(S(=O)(=O)NC3=NCCCCC3)c2)cc1	-4%	-0.9%	-4.2%	-8%	1%	-6%	-4%	6%	2.0%
N/C(=N\OC(=O)CC1CCCCC1)c1cccc([N+](=O)[O-])c1	13%	2.5%	-5.2%	7%	4%	-11%	3%	-2%	1.9%
Cc1cccc(NC(=O)c2cccc(OC(=S)N3CCOCC3)c2)c1C	5%	0.2%	x	5%	-10%	-12%	13%	13%	0.4%
Cn1c(CCNC(=O)c2ccccc2)nc2ccccc21	7%	-3.6%	-3.3%	3%	-2%	-10%	8%	14%	1.8%
CN1CCN(NC(=O)c2ccc(Cl)c([N+](=O)[O-])c2)CC1	10%	17%	-4.6%	1%	-3%	-1%	32%	7%	2.5%
CC(C)=CC(=O)Nc1nnc(C(C)C)s1	16%	0.9%	-2.7%	3%	3%	-11%	6%	13%	x
Cc1[nH]c2ccc(F)cc2c1CCN(Cc1ccncc1)C(=S)Nc1ccc(F)cc1	10%	-2.0%	-4.2%	15%	-2%	4%	4%	11%	0.8%
CC/C(C)=C1\SC(N2CCN(c3cccc(C(F)(F)F)c3)CC2)=NC1=O	10%	-0.7%	-0.4%	-2%	-1%	-2%	-6%	6%	17%	NS5 inhibitors pilot replicate=-2.1
Cc1nn(-c2ccc(C(=O)O)cc2)c2c1C(=O)CC(C)(C)C2	8%	-1.7%	x	5%	2%	-6%	6%	2%	1.0%
O=C(O)c1ccccc1C(=O)Nc1cc(C(F)(F)F)ccc1N1CCCC1	10%	0.6%	x	-3%	-5%	-4%	-9%	7%	0.8%
NC(=O)CC(NC(=O)c1ccc(Br)cc1)c1ccc(N2CCC(Cc3ccccc3)CC2)c([N+](=O)[O-])c1 (configuration not stated)	-10%	-1.8%	x	0%	-1%	-3%	15%	18%	12%
NC(=O)C1(N2CCCCC2)CCN(C2CC(=O)N(Cc3cccs3)C2=O)CC1 (configuration not stated)	3%	1.1%	-4.5%	0%	-8%	-8%	3%	11%	1.1%
CC1CCCN(c2ccc(C(=O)OCC(=O)N3c4ccccc4Sc4ccccc43)cc2[N+](=O)[O-])C1 (configuration not stated)	8%	0.0%	-2.8%	-1%	-4%	6%	12%	20%	0.3%
CN(C)C(CNC(=O)c1cc(S(=O)(=O)N(C)c2ccc(F)cc2)ccc1Cl)c1ccco1 (configuration not stated)	1%	x	x	x	1%	x	x	15%	0.0%
CCN(CC)CCN1C(=O)C(=O)/C(=C(/O)c2ccc(C)cc2)C1c1ccncc1 (configuration not stated)	x	0.0%	-6.1%	-1%	x	-2%	2%	1%	x
CCN(CC)C(=O)CN(c1cccc([N+](=O)[O-])c1)S(=O)(=O)c1ccccc1	5%	-0.2%	-5.6%	11%	-2%	-12%	16%	14%	0.8%
O=C1CNC(=S)N1Cc1ccccc1	-20%	-0.1%	-4.7%	3%	-7%	-4%	-6%	8%	3.3%
CC(=O)c1ccc(NC(=O)Cn2c3ccccc3c3nc(=O)cc(C)n32)cc1	7%	1.1%	x	-1%	0%	0%	9%	12%	3.0%
O=C(Cc1cccs1)N/N=C\c1ccc(O)cc1	39µM*	-1.7%	-11%	12%	-6%	-3%	-8%	38%	-1.1%
Cc1cc(C)n2nc(SCc3c(F)cccc3Cl)nc2n1	x	1.8%	x	-4%	-1%	-5%	-14%	2%	0.8%
CCn1ncc(Br)c1C(=O)Nc1ccn(C23CC4CC(CC(C4)C2)C3)n1	8%	1.9%	-5.2%	5%	-16%	-1%	4%	4%	2.7%
The listing continues:
SMILES	MgcRacGAP inhibition	HIV peptide binding	XIAP antagonists	SIAH1 antagonists	NS5 inhibitors	LYP phosphatase	AID2073	Large T inhibition	RSV CPE inhibition	others
Cc1cc(-c2ccccc2N)n[nH]1	3%	1.4%	-2.1%	2%	-5%	0%	3%	-1%	0.9%
COc1ccc(NC(=O)CC(c2ccc(F)cc2)c2ccc(OC(C)C)cc2)cc1 (configuration not stated)	1%	0.0%	-8.1%	2%	-1%	-5%	0%	18%	2.5%
O=C(Nc1ccon1)Nc1ccc(F)cc1F	5%	-1.2%	x	13%	1%	-8%	0%	4%	2.0%
C=C[C@@]1(C)CC(=O)[C@]2(O)[C@@]3(C)[C@@H](O)CCC(C)(C)[C@@H]3[C@H](OC(C)=O)[C@H](O)[C@@]2(C)O1	1%	x	x	x	0%	x	x	-7%	1.0%
Cc1noc(C)c1C(=O)Nc1nc2ccc(Cl)cc2s1	8%	2.3%	x	6%	5%	-4%	13%	14%	7.1%
Cc1ccc(NC(=O)CSc2ccc3c(c2)OCCO3)c(O)c1	9%	-0.1%	x	5%	-3%	-1%	4%	23%	0.9%
Cc1cc(C(=O)NC(Cc2c[nH]c3ccccc23)C(=O)O)c(C)o1 (configuration not stated)	11%	5.2%	x	9%	9%	-10%	2%	13%	0.9%
O=[N+]([O-])c1ccc(NCc2ccccn2)nc1	-2%	4.0%	-22%	4%	-1%	5%	-11%	10%	-0.1%
S=C1NCN(CCc2ccccc2)CN1	x	1.4%	x	1%	x	-9%	-10%	17%	-1.1%
COC(=O)c1ccccc1NC(=O)CSc1nnc(CNS(=O)(=O)c2ccc(C)cc2)n1C	4%	-0.3%	-4.6%	-1%	5%	-2%	-3%	9%	x
Cc1cc(C)cc(OC(C)c2ccnc3nc(/N=C/N(C)C)nn23)c1 (configuration not stated)	3%	-0.9%	0.1%	-6%	-6%	-12%	21%	4%	-1.0%
CCCc1nc(-c2cc3ccc(C)cc3[nH]c2=O)no1	6%	-0.5%	-2.9%	7%	-2%	-8%	4%	-4%	4.2%
COc1ccc(C2=CSC(/N=C/c3ccc(F)cc3)=NN2)cc1	18%	-0.4%	-5.1%	0%	-6%	-3%	-21%	4%	u
COC(=O)c1cc(S(=O)(=O)N2CCN(c3cc(C)ccc3C)CC2)c[nH]1	-4%	0.6%	x	2%	-1%	-12%	2%	1%	1.8%
CCC(c1nnnn1Cc1ccco1)N(Cc1cc2cc(OC)ccc2[nH]c1=O)C1CCCCC1 (configuration not stated)	17%	37%	-5.1%	-3%	-10%	4%	32%	16%	0.6%
CCOC(=O)c1cnc(SSc2ncc(C(=O)OCC)c(N)n2)nc1N	8%	1.2%	x	1%	-9%	-7%	29%	12%	3.8%
O=C(c1ccc(Oc2ccc(Cl)cc2)c([N+](=O)[O-])c1)N1CCCC1	3%	-1.0%	x	-6%	0%	-7%	4%	0%	4.5%
O=C(O)CCc1ccc(-c2cccs2)n1NC(=O)c1ccc(O)cc1	18%	10%	-6.0%	-2%	4%	0%	3%	8%	2.5%
Nn1cnc2scc(-c3ccc(Cl)cc3)c2c1=O	10%	-1.0%	x	2%	-5%	-5%	-1%	13%	3.3%
Cc1ccc(CNc2nc(N)c([N+](=O)[O-])c(NCc3ccccc3)n2)cc1	6%	-0.6%	-3.9%	-1%	-3%	-8%	12%	21%	3.4%
NS(=O)(=O)c1ccc(CCNC(=O)C(=O)NCC2OCCN2S(=O)(=O)c2ccc(Cl)cc2)cc1 (configuration not stated)	9%	0.0%	x	0%	3%	1%	20%	-2%	0.7%
CC(C)(C)[C@@H]1C=C(C(=O)NCc2ccccc2)O[C@H](OCc2ccc(CO)cc2)C1	2%	1.0%	-1.1%	1%	-6%	-1%	-5%	2%	-1.2%
Cc1ccc(NC(=O)c2cccc(NC3=NC4CS(=O)(=O)CC4S3)c2)cc1C (configuration not stated)	4%	-1.0%	x	4%	-3%	-7%	2%	3%	3.0%
O=C(C(=O)N1CCOCC1)c1c[nH]c2ccccc12	7%	0.5%	-16%	1%	x	-3%	-4%	-2%	-0.8%
O=S(=O)(c1ccc(S(=O)(=O)N2CCOCC2)cc1)N1CCCC1	1%	0.0%	-1.6%	11%	x	-4%	1%	17%	2.0%

Random excerpt: 3 entries already listed, in no set order.
SMILES	MgcRacGAP inhibition	HIV peptide binding	XIAP antagonists	SIAH1 antagonists	NS5 inhibitors	LYP phosphatase	AID2073	Large T inhibition	RSV CPE inhibition	others
CC(C)(C)[C@@H]1C=C(C(=O)NCc2ccccc2)O[C@H](OCc2ccc(CO)cc2)C1	2%	1.0%	-1.1%	1%	-6%	-1%	-5%	2%	-1.2%
Cc1cc(-c2ccccc2N)n[nH]1	3%	1.4%	-2.1%	2%	-5%	0%	3%	-1%	0.9%
CCOC(=O)c1cnc(SSc2ncc(C(=O)OCC)c(N)n2)nc1N	8%	1.2%	x	1%	-9%	-7%	29%	12%	3.8%

Remaining list, next part
SMILES	MgcRacGAP inhibition	HIV peptide binding	XIAP antagonists	SIAH1 antagonists	NS5 inhibitors	LYP phosphatase	AID2073	Large T inhibition	RSV CPE inhibition	others
NC(=O)Cc1ccc(C(=O)c2ccccc2F)s1	5%	0.9%	-7.0%	4%	-5%	-2%	5%	8%	0.8%
CCO[C@H]1OC(C(=O)NC2CC2)=C[C@@H](c2csc3ccccc23)[C@@H]1CCCO	13%	-0.1%	3.7%	1%	-2%	-6%	-5%	4%	4.4%
COc1ccc(CN2CC(C(=O)N3CCOCC3)CC2=O)cc1 (configuration not stated)	10%	-1.4%	-3.7%	6%	2%	-6%	21%	14%	1.2%
CC1=NN(CCC#N)C(=O)/C1=C/c1ccc(N(C)C)cc1	10%	12%	-2.5%	12%	-13%	1%	3%	8%	1.4%
Cc1ccc(C(=O)NCC(c2ccco2)N2CCc3ccccc32)cc1 (configuration not stated)	16%	x	x	x	-5%	x	x	13%	12%
COc1cc(/C=N/NC(=O)C(=O)NCC2CCCO2)ccc1O (configuration not stated)	32µM*	-2.5%	-6.5%	-4%	1%	-1%	-5%	12µM*	2.1%
COCC(=O)Nc1nnc(COc2ccccc2)s1	-6%	0.9%	0.6%	-1%	-6%	-2%	-6%	-3%	-0.6%
Cc1ccc(NC(=O)NCc2ccc3c(c2)OCO3)c(C)c1	3%	3.7%	-3.6%	8%	0%	-7%	10%	9%	0.3%
O=c1[nH]n(-c2ccccn2)c(=O)c2ccccc12	5%	2.3%	-3.4%	3%	-2%	2%	7%	10%	0.3%
CN(C)S(=O)(=O)c1cc(NC(=O)COC(=O)CCSc2ccc(Cl)cc2)ccc1Cl	6%	-1.5%	-5.4%	8%	4%	3%	12%	0%	11%
CCN1CCN(c2ccc(S(=O)(=O)N3CCCCC3)cc2NC(=O)c2cccc(C)c2)CC1	2%	x	x	x	2%	x	x	10%	0.0%

Source: PubChem BioAssay (several laboratories)
